# KDM5B inhibitor: blocks human KDM5B histone demethylase activity | Potency, µM (doses to about 57.7 µM), without a hit: top-dose activity change, negative = inhibition, usual class: inhibitors | Q9UGL1 | KDM5B demethylase, FDH-coupled NADH fluorescence (FDH is formaldehyde dehydrogenase) | 220,000 tested, 2.6% active; active = well fitted inhibition curve with a large enough effect; inconclusive = small, poorly fitted or top-dose-only effect; inactive = no such curve, though single readings can be large or run the other way; also: 0% is about no effect; nearly all actives have a fitted effect of over 70% in size
# Target sequence (Q9UGL1 whole entry, looked up): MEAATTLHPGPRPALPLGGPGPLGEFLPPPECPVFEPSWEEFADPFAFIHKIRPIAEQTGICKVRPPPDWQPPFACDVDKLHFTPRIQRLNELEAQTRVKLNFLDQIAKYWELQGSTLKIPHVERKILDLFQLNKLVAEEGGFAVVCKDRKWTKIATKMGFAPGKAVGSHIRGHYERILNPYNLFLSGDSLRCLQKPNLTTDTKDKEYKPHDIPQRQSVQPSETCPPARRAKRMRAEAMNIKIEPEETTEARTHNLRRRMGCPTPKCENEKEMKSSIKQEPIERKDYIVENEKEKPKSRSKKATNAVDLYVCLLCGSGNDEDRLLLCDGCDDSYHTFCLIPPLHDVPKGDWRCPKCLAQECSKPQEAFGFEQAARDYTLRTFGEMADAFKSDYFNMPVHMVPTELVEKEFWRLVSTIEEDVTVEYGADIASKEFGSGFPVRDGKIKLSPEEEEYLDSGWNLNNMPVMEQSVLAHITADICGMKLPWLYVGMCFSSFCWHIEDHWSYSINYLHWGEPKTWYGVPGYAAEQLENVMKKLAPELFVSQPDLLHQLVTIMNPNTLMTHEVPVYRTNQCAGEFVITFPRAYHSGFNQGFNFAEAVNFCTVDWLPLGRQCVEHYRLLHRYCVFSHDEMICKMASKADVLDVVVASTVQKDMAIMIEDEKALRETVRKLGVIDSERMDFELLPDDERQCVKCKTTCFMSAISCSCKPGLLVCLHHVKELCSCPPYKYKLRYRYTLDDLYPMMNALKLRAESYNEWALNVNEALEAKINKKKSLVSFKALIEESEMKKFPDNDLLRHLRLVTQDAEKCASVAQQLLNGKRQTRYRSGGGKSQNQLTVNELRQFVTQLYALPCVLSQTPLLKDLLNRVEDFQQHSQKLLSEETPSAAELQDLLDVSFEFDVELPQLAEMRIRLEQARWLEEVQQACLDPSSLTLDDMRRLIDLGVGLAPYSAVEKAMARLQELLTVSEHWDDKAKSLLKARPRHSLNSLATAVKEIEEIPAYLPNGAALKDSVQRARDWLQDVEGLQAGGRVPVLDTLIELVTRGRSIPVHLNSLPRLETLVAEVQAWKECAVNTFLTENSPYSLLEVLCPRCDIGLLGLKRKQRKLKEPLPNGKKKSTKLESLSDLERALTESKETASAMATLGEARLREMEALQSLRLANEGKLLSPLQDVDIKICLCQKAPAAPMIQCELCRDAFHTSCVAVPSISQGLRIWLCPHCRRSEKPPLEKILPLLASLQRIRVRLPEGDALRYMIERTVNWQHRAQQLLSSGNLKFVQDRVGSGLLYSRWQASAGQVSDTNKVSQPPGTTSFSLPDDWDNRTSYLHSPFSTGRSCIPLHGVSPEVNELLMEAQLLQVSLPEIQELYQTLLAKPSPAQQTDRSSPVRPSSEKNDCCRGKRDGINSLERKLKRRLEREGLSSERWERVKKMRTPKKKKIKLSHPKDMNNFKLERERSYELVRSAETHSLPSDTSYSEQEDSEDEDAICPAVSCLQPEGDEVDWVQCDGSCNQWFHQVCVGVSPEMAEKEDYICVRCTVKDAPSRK
#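 Coupled FDH/NAD⁺ fluorescence readout. KDM5BΔAP 200 nM final; compound titration, 10 min RT preincubation; substrate mix 12.5 µM H3K4me3, 25 µM 2-OG, 50 µM Fe(II), 100 µM ascorbate, 0.25 mM NAD⁺, 0.25 U/mL FDH; ΔRFU over 30 min.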
# * = called active by the depositor; i = inactive; ? = inconclusive; [ ] = remark or other dose. Potency is read from the fitted curve at half-maximal effect.
SMILES,KDM5B inhibitor
CCn1c(NC(=O)CCc2nc(-c3ccc(OC)c(OC)c3)no2)nc2ccccc21,3%
COc1ccc(CCC(=O)N2CCOCCNC(=O)CC2)cc1,-21%
COc1ccc(Cl)cc1-c1cc2c(cn1)CN(Cc1cccnc1)CCN2,32µM*
O=C(C(=O)N1CCC(c2cc(Cc3ccccc3)[nH]n2)CC1)c1cccnc1,-25%
O=[N+]([O-])c1cc(S(=O)(=O)C(F)(F)F)ccc1NCC1CCCO1 (stereo not drawn),-2%
CC(C)C(CNC(=O)c1nccnc1N)Nc1ccccc1 (stereo not drawn),18%
CN(C)CCCNCc1cccs1,13%
C=CCN(CC(F)(F)F)C(=O)c1ccc(NC(=O)NC(C)C)cc1,31%
COc1cccc2cc(C(=O)NCCOc3cccc(C)c3)c(=O)oc12,9%
CCCCNC(=O)CN1CCN(c2nc(C(F)(F)F)nc3ccccc23)CC1,-7%
CNC(=O)[C@@H]1CN(S(=O)(=O)c2c(C)noc2C)C[C@H]1c1n[nH]c(C)n1,-5%
Cc1cccc(N2C(=O)CC(c3ccc(F)cc3)C3=C2COC3=O)c1 (stereo not drawn),-16%
O=C(N1CCC(N[S+](=O)([O-])Cc2ccccc2)CC1)N1CC2CC(C1)[C@H]1CCCC(=O)N1C2 (stereo partly drawn),9%
CCN1CCN(C(=O)C2CCC(=O)N(Cc3cccc(C(F)(F)F)c3)C2)CC1 (stereo not drawn),29%
NC(=O)c1ccccc1NC(=O)CN1CCCCCC1,5%
CN(C)c1ccc(CN2CCC3(C2)C(=NC2CCCC2)NC(=O)N3c2cc(F)cc(F)c2)cc1 (stereo not drawn),3%[115 µM]
CC1CCC(=NNC(=O)c2ccc(Br)o2)CC1 (stereo not drawn),12%
CCc1ccc(NC(=O)c2sc3nc4c(cc3c2N)CN(C(C)C)CC4)cc1,-14%
Cc1ccc(C)c(NC(=O)CSc2nnc(C)n3c2cc2occc23)c1,-4%
Cc1ccccc1-c1ccnc(-c2nnc(C)n2C(C)C)c1,-21%[115 µM]
C(#CCN1CCN(C(c2ccccc2)c2ccccc2)CC1)COCc1ccccc1,?
COc1cc(C2CC(=O)N(c3ccc(C)c(Cl)c3)C3=C2C(=O)OC3)cc(OC)c1OC (stereo not drawn),-17%
Cc1ccc(C)c(NC(=O)Cn2ccn(-c3ccc(F)cc3)c(=O)c2=O)c1,-23%
COc1cccc(NC(=O)c2oc3ccccc3c2NC(=O)Cc2cccc(C)c2)c1,i
O=C(CSc1nc2ccccc2nc1Cc1ccc(Cl)cc1)N1CCc2ccccc21,9%
COc1ccc(N(C(=O)CNC(=O)c2ccco2)C(C(=O)NCC2CCCO2)c2ccc(OC)c(OC)c2)cc1 (stereo not drawn),15%
Nc1c(Br)cc2oc(-c3ccccc3)nc2c1Br,7%
COc1ccc(CCCc2nnc(SCC(=O)Nc3ccc(Cl)cc3)o2)cc1,-24%
COc1cccc(CCC(=O)N2CCN(C(=O)c3nnn4c3COC(c3ccccc3)C4)CC2)c1 (stereo not drawn),-14%
CCc1nc(-c2ccc(OC3CCN(CCc4ccccc4)C3)cc2)no1 (stereo not drawn),-22%
Cc1ccc(CNCc2ccc(-c3ccc(C(C)O)cc3)o2)cc1 (stereo not drawn),?
CN(C)C(=O)C1CCc2sc(C(=O)N3CCCC3)cc2C1 (stereo not drawn),-3%
CN(Cc1nc2ccccc2[nH]1)S(=O)(=O)c1ccc(Cl)cc1C(F)(F)F,-14%
CCc1cccc(NC(=O)C(NC(=O)C2CCCCC2)C(C)C)c1 (stereo not drawn),31%
CC(=O)Nc1ccc(S(=O)(=O)N2CCC(NC(=O)CC3CCCC3)CC2)cc1,-13%
Cc1ccc(C)c(-c2cc3ccccn3c2)c1,-17%
CCOc1cccc2cc(-c3cc(=O)oc4cc(OCC(=O)OC(C)(C)C)ccc34)c(=O)oc12,2%
C=CCNC(=S)NCc1ccc(F)cc1,16%
O=C(NCc1ccc2c(c1)OCO2)c1cccc(S(=O)(=O)N2CCCC2)c1,-11%
CCC(C)NC(=O)N1CCN(Cc2c(C)noc2C)CC1 (stereo not drawn),-9%
Cc1ccc(C)c(NC(=O)c2nc(S(=O)(=O)Cc3ccc(F)cc3)ncc2Cl)c1,?
Cc1ccc(NC(=O)c2nn(-c3ccccc3)c(=O)c3ccccc23)cc1S(=O)(=O)N(C)C,2%
Cc1[nH]c2ccccc2c1C(=O)C(=O)N(C)Cc1ccccc1,9%
Cc1ccccc1Cn1nnc2c(=O)[nH]c(C3CCCN(C(=O)c4ccc(C(C)(C)C)cc4)C3)nc21 (stereo not drawn),22%
CCCCCCCc1ccc(-c2ccc(OC)cc2)nc1,27%
Cc1ccsc1[C@@H]1CCN(C(=O)c2ccccc2-c2ncc[nH]2)C[C@H]1O,-2%
CCCN1C(=O)c2cc(C(=O)NCc3ccc4c(c3)OCO4)nn2CC1(C)C(=O)NC1CCCC1 (stereo not drawn),-14%
Cc1cc(C(=O)NC2CCN(C(=O)C3CC3)CC2)c2ccccc2n1,-24%
Cc1ccc(S(=O)(=O)N2CCC(CC(=O)NCc3ccccc3)C2)cc1F (stereo not drawn),6%
COc1ccc(-c2cc(C(=O)Nc3cc(S(N)(=O)=O)ccc3C)c3ccccc3n2)cc1OC,53%[activator]
# Carrying on.
SMILES,KDM5B inhibitor
CNC(=O)N1CCC(C2CCN(S(=O)(=O)c3ccc(C)c(F)c3)C2)CC1 (stereo not drawn),10%
Cn1cccc1CN1CCCC2(C1)C(=NC1CCCCC1)NC(=O)N2c1cc(F)cc(F)c1 (stereo not drawn),-13%[115 µM]
Cc1cccc(NS(=O)(=O)c2ccc(C)c(C(=O)N(C)C)c2)c1,14%
COc1ccc(C(=O)c2cn(Cc3ccc(F)cc3)c3c(F)cc(F)cc3c2=O)cc1,-10%
Cc1cc(C(=O)OCC(=O)Nc2cc(C)on2)c2ccccc2n1,-24%
Cc1noc([C@@H]2CN(C(=O)COc3ccc(Cl)cc3)C[C@H]2CO)n1,27%
Cc1ccc(S(=O)(=O)n2nc(C)c(S(=O)(=O)N3CCCCC3)c2C)cc1,?
Cc1ccc(NC(=O)CN2N=C(c3ccccc3F)c3cc(Cl)ccc3S2(=O)=O)c(C)c1,-3%
O=C(c1ccc2c(c1)N(Cc1cccc(Cl)c1)C(=O)c1ccccc1S2=O)N1CCC(Cc2ccccc2)CC1 (stereo not drawn),-8%
CCCCn1nc(C(=O)Nc2cc(Cl)ccc2C)c2ccccc2c1=O,?
COc1ccc(NC(=O)CCn2cnnn2)cc1NC(=O)c1ccccc1,37%[activator]
COc1ccc(N=Cc2c(OC)ccc3ccccc23)cc1,-3%
COc1ccc(CNC(=O)c2cc3ccccc3[nH]2)cc1,?
Cc1cccc(C(=O)NC2CCC(C(F)(F)F)CC2)n1 (stereo not drawn),21%
Cc1cccc(-c2nnc(SCC(=O)Nc3ccc(C)c(C)c3)o2)c1,-7%
CCC1CCCCN1CCCNC(=O)c1cn(CC)c2ccc(S(=O)(=O)N(C)C3CCCCC3)cc2c1=O (stereo not drawn),-22%
Cc1ccccc1CN1CCN(C(=O)c2cc3ccc(F)cc3nc2C)CC1,12%
O=C(c1nnc(CNc2ccccc2)n1-c1ccccc1)N1CCC[C@@H]1C(c1ccccc1)c1ccccc1,?
N#Cc1ccccc1Cn1c(=O)n(Cc2ccc(C(=O)NC3CCN(Cc4ccccc4)CC3)cc2)c(=O)c2ccccc21,-2%
CCC(=O)Nc1ccc(C(=O)OCC(=O)c2cccs2)cc1,18%
Cc1ccc(NC(=O)CC2=C3CCCCC3NC2=O)cc1 (stereo not drawn),-10%
CCN(CCCNC(=O)c1cc2c(=O)n(CC)c3ccccc3c2s1)c1cccc(C)c1,?
Cn1nnc(NC(=S)NC(=O)c2ccc(-c3ccc(Br)cc3)o2)n1,-3%
COc1cccc(C(=O)NCCn2ccn3nc(-c4ccc(F)cc4)cc3c2=O)c1OC,-25%
COc1ccc(C2=C(C(C)=O)Sc3nnc(-c4ccc(OC)cc4)n3N2C(C)=O)cc1,11%
Nc1nnc2c(n1)[nH]c1ccccc12,?
Cc1ccc(CN2C[C@@H](CO)[C@H](c3ccccn3)C2)nc1,?
COC(=O)c1ccc(CNC(=O)NCC2(c3ccccc3)CC2)cc1,3%
N#Cc1c(-c2ccccc2)cc(-c2cccs2)nc1SCS(=O)Cc1ccc(Cl)cc1 (stereo not drawn),?
Cc1ccc(Oc2cc(C#N)c3ccccc3n2)cc1C,16%
CC(=O)Nc1nonc1-c1nnc(SCc2ccc(C)cc2)n1C,-15%
CCc1ccc(Oc2c(C(F)(F)F)oc3c(CN4CCN(C)CC4)c(O)ccc3c2=O)cc1,-20%
O=C(CNS(=O)(=O)c1c(Cl)cccc1Cl)OCC(=O)c1ccc[nH]1,25%
O=C1NC[C@H]2CN(CCCc3ccccc3)CCN12,-8%[115 µM]
O=c1cc(CN2CCN(c3ccccc3O)CC2)c2cc(Cl)c(O)cc2o1,i
CCCCNC(=O)C[C@@H]1C(=O)N(Cc2ccc(OC)cc2)/C2=C/CCCCC[C@@]21C(=O)OCC,32%[activator]
O=C(CC1CCCN(c2cn[nH]c(=O)c2)C1)NCCc1ccccc1 (stereo not drawn),36%
Cc1nn(C)cc1C(=O)N1C[C@@H](CO)[C@H](c2ccncc2)C1,8%
CN(C)C(=O)N1Cc2ccccc2OC2(CCN(C(=O)c3cccc4[nH]ccc34)CC2)C1,-10%[115 µM]
O=C(Cc1ccc(Br)cc1)Nc1ccccc1C(=O)O,-9%

# 5 records drawn at random from those above, as already listed:
SMILES,KDM5B inhibitor
O=C(CNS(=O)(=O)c1c(Cl)cccc1Cl)OCC(=O)c1ccc[nH]1,25%
O=C1NC[C@H]2CN(CCCc3ccccc3)CCN12,-8%[115 µM]
O=C(CSc1nc2ccccc2nc1Cc1ccc(Cl)cc1)N1CCc2ccccc21,9%
Cc1ccsc1[C@@H]1CCN(C(=O)c2ccccc2-c2ncc[nH]2)C[C@H]1O,-2%
Cc1ccc(NC(=O)CC2=C3CCCCC3NC2=O)cc1 (stereo not drawn),-10%

# Additional records
SMILES,KDM5B inhibitor
O=C(COC(=O)c1cnc2ccccc2n1)NC1CCCCC1,19%
COc1ccc(CCNC(=O)CCc2c(C)nn(CC(C)C)c2C)cc1OC,-7%
Cc1cn2nc(C(=O)N3CCC(NC(=O)C4(c5ccccc5)CC4)CC3)cc2c(=O)[nH]1,?
O=C(c1ccsc1)N1CCCC(CN2CCCC2)CC1 (stereo not drawn),?
Cc1ccccc1C(=O)Nc1ccc(N(C)C)cc1,14%
OCC1CNCCC12CCN(Cc1ccc3ccccc3c1)CC2 (stereo not drawn),10%
CN(C(=O)c1ccc(NC(=O)C2CCCCC2)cc1)c1ccccc1,-4%
CC1CCC(NC(=O)C2CC(O)CN2S(=O)(=O)c2ccc([N+](=O)[O-])cc2)CC1 (stereo not drawn),-27%
N/C(=N\OC(=O)c1cc([N+](=O)[O-])ccc1Cl)c1cccnc1,?
CCOC(=O)c1ccccc1NS(=O)(=O)c1ccc(N2CCCCS2(=O)=O)cc1,?
CC(Nc1oc(-c2ccc(COc3ccc(Cl)cc3)o2)nc1C#N)c1ccccc1 (stereo not drawn),?
O=C(NC1CCCC1)c1cc2c(s1)CCN(C(=O)c1ccc(F)cc1)C2,9%
COc1ccccc1-n1nnnc1SCC(=O)N(CC(C)C)C1CCS(=O)(=O)C1 (stereo not drawn),25%
COc1ccc(-c2c(C(F)(F)F)oc3cc(OC(C)=O)ccc3c2=O)cc1OC,3%
Fc1ccc(/C=N/Nc2ccc(Cl)cc2)cc1F,-14%
COc1ccc(C(=O)N2CCC(Cn3c(C)cnc3C3CCC3)CC2)c(OC)c1,15%
COc1ccc(N2CCN(c3nc(C(=O)NC4CCCCCC4)cs3)CC2)cc1,-9%
COc1ccc(C(=O)c2sc(Nc3ccc(C(C)C)cc3)nc2N)c(OC)c1OC,-6%
Cc1oc(C(C)(C)C)cc1C(N)=O,40%
NC(=O)c1cc(Cc2ccccc2)sc1NC(=O)c1cccs1,?
Cc1oc2cc(OC(=O)N3CCOCC3)ccc2c(=O)c1Oc1ccccc1Br,-9%
Cc1ccc(/C=N/NC(=O)c2ccc3nc[nH]c3c2)o1,-16%
O=C(N1CC(Oc2ccc(-c3noc(-c4ccccc4)n3)cc2)C1)C1(c2ccccc2)CC1,-34%
CCOc1ccc(CCNS(=O)(=O)c2cc(Br)cc3c2N(C(C)=O)CC3)cc1OCC,-10%
COCCCn1c(=O)c2sccc2n2c(CCCC(=O)NCc3ccc(F)cc3)nnc12,?
O=C1Nc2ccccc2CC12CCN(Cc1cncs1)C2 (stereo not drawn),-23%[86.2 µM]
Cc1cccc(NC(=O)N2CCC(CN3CCCCCC3)CC2)c1C,-26%
CCCNc1nc2ccccc2nc1C(=O)Nc1c(C)cccc1C,-13%
Cc1cc(C(=O)NCc2cccnc2)c(C)s1,9%
CCCC(=O)N1CC2CC(C1)[C@H]1CCCC(=O)N1C2 (stereo partly drawn),20%

# Some of these compounds in order of the KDM5B inhibitor value, high to low.
SMILES,KDM5B inhibitor
O=C(CC1CCCN(c2cn[nH]c(=O)c2)C1)NCCc1ccccc1 (stereo not drawn),36%
CCN1CCN(C(=O)C2CCC(=O)N(Cc3cccc(C(F)(F)F)c3)C2)CC1 (stereo not drawn),29%
Cc1ccc(Oc2cc(C#N)c3ccccc3n2)cc1C,16%
Cc1ccc(NC(=O)CN2N=C(c3ccccc3F)c3cc(Cl)ccc3S2(=O)=O)c(C)c1,-3%
O=C(c1ccc2c(c1)N(Cc1cccc(Cl)c1)C(=O)c1ccccc1S2=O)N1CCC(Cc2ccccc2)CC1 (stereo not drawn),-8%
Cc1oc2cc(OC(=O)N3CCOCC3)ccc2c(=O)c1Oc1ccccc1Br,-9%
CCc1ccc(NC(=O)c2sc3nc4c(cc3c2N)CN(C(C)C)CC4)cc1,-14%

# Screening data (PubChem BioAssay)

# Some of the compounds tested; the hit share may differ from the screen's.
